UTI89 phage lysis: inhibition of K1F phage lysis, E. coli UTI89, bacterial capsule biogenesis inhibitors, alamar blue (AID 488966); E. coli UTI89 K1F phage lysis, alamar blue, 2 h; higher % means a stronger effect; inhibition, % at 100 µM, or IC50 in µM where a hit was titrated; 0.02% of 340,000 active;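 active = phage lysis inhibition, versus mean bacterial control, above a set limit; inconclusive = no clear call, values can overlap the other calls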;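 also: capsule biogenesis inhibitors block K1F phage lysis so surviving cells raise fluorescence; higher fluorescence means more inhibition of phage lysis; actives were called in the ten point dose series up to 300 µM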
HIV fusion peptide: cell-free HIV fusion peptide-binding blockers – biochemical, uHTS, fluorescence dequenching, primary screen (AID 1986). cell-free peptide binding, fluorescence dequenching, 30 min; higher % means a stronger effect. one-dose inhibition, % at 20 µM; IC50 in µM for titrated hits. 0.3% of 290,000 active; in the data active = inhibition mostly above about 52%, no sharp cut-off; inactive = mostly below about 76%; also: some results filed as inactive read as strong as hits
GPR35 arrestin U2OS: GPR35 antagonists blocking zaprinast-driven arrestin recruitment, primary screen, imaging, U2OS, beta-arrestin-GFP, zaprinast agonist (AID 2058); U2OS GPR35 beta-arrestin-GFP translocation imaging, zaprinast antagonism; higher % means a stronger effect; one-dose inhibition, % at 10 µM; IC50 in µM for titrated hits; 0.052% of 290,000 active;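 active = inhibition of at least 50% with at least 30 cells and total cytoplasm GFP at most 10,000,000; inconclusive = under 30 cells or total GFP of 10,000,000 plus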
Rac1 GTP hydrolysis: MgcRacGAP GTPase-activating activity inhibitors, confirmation, biochemical, ADP Hunter fluorescence; MgcRacGAP-stimulated Rac1 GTP hydrolysis, ADP Hunter fluorescence; higher % means a stronger effect; GST-tagged Rac1 F28L mutant substrate; one-dose inhibition, % at 30 µM; IC50 in µM for titrated hits; 0.6% of 340,000 active; AID 624330;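 active = first-screen hits whose inhibition reached a set limit at any dose in the follow-up dose series; inconclusive = inhibition above the set first-screen limit but never retested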;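 also: fluorescence reports GDP produced by GAP-driven GTP hydrolysis; strong numbers were not always called active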
GPR55 antagonists: GPR55 antagonists blocking LPI-driven arrestin recruitment, primary screen, imaging, U2OS, beta-arrestin-GFP, LPI agonist (AID 2013). U2OS GPR55 beta-arrestin-GFP translocation imaging, LPI antagonism; higher % means a stronger effect. one-dose inhibition, % at 10 µM; IC50 in µM for titrated hits. 0.13% of 290,000 active;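 active = spots per cell inhibited over 60%, with over 100 cells counted and total cytoplasm intensity under 500,000; inconclusive = wells with under 100 cells, flagged as likely toxic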;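 also: U2OS cells stably carrying GPR55 and arrestin-GFP stimulated by 5 µM LPI near EC80; imaged beta-arrestin-GFP aggregate spots per cell after agonist stimulation; plate controls were LPI-stimulated DMSO wells for no effect and DMSO wells without LPI for full effect; some results filed as inactive read as strong as hits; confirmed hits need IC50 under 10 µM and bright autofluorescent wells are also inconclusive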
Large T inhibition: SV40 large T antigen inhibitors, biochemical (AID 1903) | SV40 large T antigen ATPase/helicase inhibition assay; higher % means a stronger effect | inhibition, % at 20 µM; hits with a dose series show IC50 in µM | 0.39% of 310,000 active; in the data active = a potency from the dose series; inconclusive = inhibition mostly from about 32% at the one dose, without a potency; inactive = the rest, 99 in 100 with inhibition below about 32%; also: strong numbers were not always called active
PhoP inhibition: inhibitors of PhoP regulon expression, primary screen, Salmonella Typhimurium, GFP reporter (AID 1863); S. Typhimurium PhoP-regulated promoter GFP reporter, 4 h; higher % means a stronger effect; inhibition, % at 50 µM, or IC50 in µM where a hit was titrated; 0.16% of 300,000 active;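 active = inhibition over 29.93%, a cutoff 3 SD above the screen mean, later confirmed by dose response; inconclusive = inhibition over 29.93% but no dose response follow-up; inactive = inhibition at most 29.93% or unconfirmed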;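 also: 0% = low Mg2+ inducing control and 100% = high Mg2+ repressing control; strong numbers were not always called active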
NS5 inhibitors: flavivirus cap methylation enzyme inhibition – biochemical, confirmation dose response, primary screen (AID 588689) | inhibition, % at 25 µM, or IC50 in µM where a hit was titrated | 0.3% of 340,000 active | Dengue-2 NS5 methyltransferase capping enzyme assay, biochemical; higher % means a stronger effect; in the data active = a potency from the dose series; inconclusive = inhibition above about 29% without an active follow-up result
RSV CPE inhibition: RSV antiviral activity via CPE protection, HEp-2 cells, primary 10 µM value included (AID 2391); HEp-2 cells, RSV-induced CPE inhibition; higher % means a stronger effect; 0.13% of 310,000 active; CPE inhibition, % at 10 µM, or IC50 in µM where a hit was titrated; in the data active = a potency from the dose series; inconclusive = CPE inhibition mostly from about 23% at the one dose, without a potency; inactive = the rest, 99 in 100 with CPE inhibition below about 21%; also: strong numbers were not always called active
NS5 inhibitors pilot replicate: also measured in NS5 inhibitors; calls as there; inhibition, %; measured here: pilot screen replicate inhibition
An asterisk follows results filed as active; ? = inconclusive; / = no result given; & = joins results of further samples; [ ] = another dose, or the depositor's remark. An unsorted share of the library; 1.5% or so of the library scored in one or more.

SMILES	UTI89 phage lysis	HIV fusion peptide	GPR35 arrestin U2OS	Rac1 GTP hydrolysis	GPR55 antagonists	Large T inhibition	PhoP inhibition	NS5 inhibitors	RSV CPE inhibition	others
COc1ccc(NC(=O)c2c(C)nn(Cc3ccccc3)c2C)cc1S(=O)(=O)N(C)C	1.1%	0.3%	1%	7%	6%	8%	-6%	-10%	4.1%
CSCC[C@H](NC(=O)c1cccnc1)c1nnc2ccccn12	0.5%	-1.5%	6%	5%	6%	4%	-1%	3%	1.6%
CCC(=O)N/N=C/c1ccc(-c2ccc(Cl)cc2)o1	0.0%	0.3%	2%	11%	8%	20%	-9%	-7%	1.5%
O=C(NCCc1ccc(Cl)cc1)C1CCN(C(=O)c2ccc(F)cc2)CC1	0.5%	0.2%	11%	-4%	-1%	3%	5%	-1%	5.6%
COC(=O)c1sc2nc(CN3CCOCC3)nc(N3CCOCC3)c2c1C	3.8%	0.2%	6%	18%	0%	11%	-5%	-6%	1.9%
CC(C)CC1Nc2ccc(C(=O)NCc3ccc4c(c3)OCO4)cc2NC1=O (configuration not stated)	-0.6%	-0.9%	-11%	0%	-6%	3%	2%	-10%	1.6%
CC1=C(C(=O)N2CCCC(N3CCN(c4ccccc4C)CC3)C2)OCCO1 (configuration not stated)	2.8%	0.4%	6%	8%	-4%	10%	-6%	-4%	1.5%
O=C(c1cnn(-c2nc3ccccc3s2)c1)c1ccccc1O	-0.4%	-1.2%	-14%	1%	23%	0%	-3%	3%	1.6%
CC1Cc2cc(/C(O)=C3/C(=O)C(=O)N(CCCN(C)C)C3c3ccncc3)ccc2O1 (configuration not stated)	0.7%	2.8%	13%	4%	-3%	2%	-11%	6%	/
Cc1ccc(Cn2c(CN3CC(C)OC(C)C3)nc3c2c(=O)[nH]c(=O)n3C)cc1 (configuration not stated)	4.3%	2.2%	-1%	6%	6%	3%	0%	2%	1.8%
Cc1nc2cc(OCc3cc(C(=O)NC(C)c4cnn(C)c4)no3)ccc2s1 (configuration not stated)	0.4%[50 µM]	2.7%	5%	-8%	12%	26%	-8%	-5%	10%
Cc1nc2c(-c3ccccc3)c(C)nn2c(C)c1CCC(=O)NC(C)CCc1ccco1 (configuration not stated)	0.6%	-0.9%	2%	6%	2%	1%	8%	-6%	6.8%
COc1ccc(C(=O)COC(=O)c2ccc(N(C)C)cc2)cc1	1.8%	0.9%	-7%	5%	14%	0%	-9%	-1%	-0.4%
COc1cc(/C=N/NC(=S)Nc2cccc(S(=O)(=O)N(C)C)c2)ccc1O	1.1%[50 µM]	1.5%	-9%	29µM*	10%	?	-3%	-3%	6.5%
COCCNc1oc(-c2ccc(C)cc2)nc1C#N	2.2%	-0.2%	9%	11%	2%	5%	12%	-1%	4.4%
O=C(CN1C(=O)C2CC=CCC2C1=O)Nc1cc(C(F)(F)F)ccc1N1CCCC1 (configuration not stated)	1.3%[50 µM]	/	/	5%	/	9%	-7%	4%	0.5%
CCCC(C(=O)NC1CCCC1)N(CC1CCCO1)C(=O)CNS(=O)(=O)c1ccc(F)cc1 (configuration not stated)	0.0%	0.0%	5%	3%	-7%	1%	0%	5%	0.9%
O=C(/C=C/c1ccccc1Cl)NCc1ccccc1	8.9%	-0.8%	-3%	8%	5%	4%	7%	-3%	0.7%
N#CC1(NC(=O)COC(=O)/C=C/c2ccc3ccccc3n2)CCCCC1	-0.1%	4.4%	8%	1%	14%	26%	9%	-2%	3.0%
Cn1cc(CC(=O)NCc2ccc(F)cc2)c2ccccc21	0.1%	-1.1%	23%	4%	0%	-3%	8%	-4%	0.7%
CCc1nnc(NS(=O)(=O)c2ccc(NC(=S)NC(=O)c3cccnc3)cc2)s1	-0.6%	1.2%	1%	1%	11%	/	/	1%	0.6%
Cc1cc(CN(C)C)c(O)c(C2(C)CCCCC2)c1	0.5%	4.3%	-3%	8%	24%	4%	3%	-7%	0.7%
O=c1c2c(-c3ccccc3)csc2nc2c3ccccc3c(NCCN3CCOCC3)nn12	-0.8%	0.5%	-10%	2%	19%	3%	53µM*	7%	/
CC[C@@](C)(NS(=O)(=O)OCC(Cl)(Cl)Cl)c1ccccc1	-1.5%	0.8%	1%	6%	-1%	21%	0%	-6%	-1.1%
CCCn1nnnc1NC(=O)c1ccc(C)cc1Cl	0.2%	-1.9%	-2%	-4%	11%	-12%	0%	0%	0.3%
CCOC(=O)CC(=O)Nc1ccc(C(=O)OCC)cc1	0.6%	1.7%	-1%	3%	11%	18%	0%	1%	4.7%
O=C(CSc1nnc(NC2CCCCC2)s1)NC1CCS(=O)(=O)C1 (configuration not stated)	0.1%	0.5%	-17%	4%	-14%	19%	2%	-2%	1.2%
CCN=C1S/C(=C\c2ccc(OCC)c(OC)c2)C(=O)N1CC	0.3%	-0.9%	-12%	3%	9%	1%	-5%	-3%	1.4%
CCCc1ccc(OCc2ccc(C(=O)N/N=C/c3cccnc3)o2)cc1	-0.2%	-0.6%	-6%	11%	12%	4%	3%	-5%	7.3%
CC(NS(=O)(=O)OCC(Cl)(Cl)Cl)c1ccc(C(C)(C)C)cc1 (configuration not stated)	-1.1%	4.4%	1.5µM*	2%	50%	3%	/	-6%	-4.2%
COCC(=O)N(CCc1ccc(OC)c(OC)c1)Cc1cc2cc(C)ccc2nc1Cl	8.8%	0.0%	-2%	6%	-6%	9%	-4%	/	-0.4%
CCc1ccc(N2CC(C(=O)NCc3ccco3)CC2=O)cc1 (configuration not stated)	0.2%	2.8%	-1%	8%	9%	22%	2%	15%	1.1%
COc1ccc(CCNC(=O)CCc2ccc(S(=O)(=O)NC(C)C)cc2)cc1OC	1.2%[50 µM]	-0.7%	10%	2%	-8%	4%	2%	-2%	1.5%
COc1ccc(CNC(=O)C(C)OC(=O)c2cccs2)cc1 (configuration not stated)	0.9%	-1.3%	8%	3%	6%	5%	10%	-12%	0.4%
Cc1cccc(NC(=O)CN(C)S(=O)(=O)c2ccccc2)n1	0.7%	2.2%	6%	5%	2%	5%	-1%	-8%	1.5%
On1c(-c2ccccc2)nc2ncccc21	0.1%	2.9%	2%	5%	6%	23%	-1%	0%	2.9%
COc1ccc(C(N)=S)c(OC)c1	-0.1%	0.2%	/	9%	-5%	7%	2%	-2%	2.1%
CC(=O)N1CCc2cc(S(=O)(=O)NCCCN3CCCCC3)ccc21	0.5%	0.3%	3%	0%	10%	9%	-2%	-7%	0.1%
O=C(O)c1ccccc1C(=O)NC1=NN(c2ccccc2)CC1	-0.2%	-0.6%	3%	?	6%	14µM*	-3%	4%	3.5%
O=C(C[n+]1cc(-c2ccccc2)n2c1CCC2)OCc1ccccc1	3.0%	-3.6%	-2%	6%	-11%	-2%	-7%	3%	2.0%
O=C1CCCN1CC(CN1CCOCC1)Sc1nnnn1-c1ccccc1 (configuration not stated)	0.2%&1.2%	1.3%	9%	-2%&9%	19%	4%	-4%	-6%&-4%	1.0%
CCn1c(SCC(=O)Nc2sc3c(c2C(N)=O)CCC(C)C3)nnc1-c1ccco1 (configuration not stated)	-0.4%	52%	-7%	21%	-10%	18%	-5%	26%	4.2%
Cc1nc([N+](=O)[O-])cn1CC(=O)Nc1ccc(F)c(Cl)c1	1.6%	-0.9%	-11%	13%	2%	8%	-3%	/	1.2%
COC(=O)C(C(=O)N1CCN(C)CC1)C1CCCCCC1 (configuration not stated)	-0.1%	-0.3%	1%	-1%	9%	4%	3%	-2%	0.4%
COc1cc2cc(CN(CCN3CCCC3)C(=O)Nc3ccccc3Cl)c(=O)[nH]c2cc1OC	-0.1%	-0.6%	11%	13%	-2%	10%	-2%	-14%	0.1%
Cn1c(=O)c(C(=O)CN2CCN(S(=O)(=O)c3ccccc3)CC2)c(N)n(Cc2ccccc2)c1=O	5.7%	0.2%	-8%	7%	25%	3%	2%	-2%	1.6%
CN(C)CCCN(C(=O)c1ccc(S(=O)(=O)N2CCCCCC2)cc1)c1nc2cc3c(cc2s1)OCCO3	1.0%[50 µM]	/	/	9%	/	7%	3%	0%	0.5%
O=C(NCN1CCN(c2ccccc2)CC1)c1cnccn1	0.1%	0.5%	11%	4%	1%	1%	4%	1%	1.9%
COCCN(CC(=O)Nc1ccccc1C(F)(F)F)C(=O)/C=C/c1cc(Cl)c2c(c1)OCO2	0.7%[50 µM]	/	/	4%	/	/	/	0%	1.2%
CCOc1ccc(N/C(=N/c2nc(C)cc(C)n2)NC(C)=O)cc1	0.6%	-0.8%	8%	7%	-4%	14%	1%	-5%	2.0%

Other records
SMILES	UTI89 phage lysis	HIV fusion peptide	GPR35 arrestin U2OS	Rac1 GTP hydrolysis	GPR55 antagonists	Large T inhibition	PhoP inhibition	NS5 inhibitors	RSV CPE inhibition	others
CCC(Sc1ncnc2sc(C)c(C)c12)C(=O)OC (configuration not stated)	-1.4%	-0.3%	1%	10%	-7%	12%	1%	-1%	1.1%
CCc1ccc(OCC(=O)Nc2ccc3[nH]ncc3c2)cc1	1.9%	-0.6%	7%	13%	8%	10%	-6%	0%	0.4%	NS5 inhibitors pilot replicate=1.8
COc1ccc(CNCCc2ccccc2)cc1OCC(N)=O	1.9%	-1.2%	-1%	6%	-16%	11%	-9%	-2%	-0.6%
CC1CCN(C(=O)c2cc(Cl)ccc2NC(=O)c2ccco2)CC1	0.0%	-2.1%	-2%	4%	2%	3%	7%	-1%	1.0%
CCOc1ccc(CCNC(=O)COC(=O)COc2ccc(C(=O)CC)cc2)cc1OCC	1.6%[50 µM]	/	/	2%	/	27%	-2%	-1%	-1.4%
Cc1cccc(C)c1NS(=O)(=O)c1ccc2c(c1)NC(=O)CO2	-1.0%	0.5%	-4%	4%	13%	23%	-5%	-3%	1.9%
CC(C)CNC(=O)NC(=O)COC(=O)COc1ccc(Cl)cc1Cl	0.5%[50 µM]	0.8%	6%	10%	2%	6%	6%	-2%	-0.2%
COc1ccc(CCNC(=S)NC2CCN(Cc3ccccc3)CC2)cc1OC	1.2%	-1.7%	-9%	4%	12%	9%	-6%	5%	1.0%
